# H9c2 TAG inh – inhibitors of triacylglycerol accumulation; H9c2 cells, Nile Red lipid (TAG) fluorescence; cells loaded with 200 µM oleic acid; inhibition, % at 12.5 µM; 0.66% of 230,000 active; AID 651582;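 active = pattern-corrected inhibition of lipid staining of at least 50% with the nuclear-stain viability signal not falling by more than 50%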;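 note: 0% = DMSO wells and 100% = triacsin C control wells; some results filed as inactive read as strong as hits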
# H9c2 TAG inh DAPI viability – also measured in H9c2 TAG inh; calls as there; DAPI nuclei signal change (viability), lower = more cytotoxic, %;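 whole-well DAPI fluorescence read on a plate reader as a viability signal; minus 50 percent equals half of cells still viable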
# * marks the source's active call; other numbers are inactive results. This is a subset; the hit share may differ from the screen's.
# The line under a structure holds: H9c2 TAG inh	H9c2 TAG inh DAPI viability
> CC(Nc1ccc2c(c1)OCCO2)C(=O)Nc1ccc2c(c1)OCO2 (stereo not given)
  -11	-8
> O=C(CCC1CCCN(C(=O)C2=CCCC2)C1)N1CCN(c2ccccn2)CC1 (stereo not given)
  -7	3
> CC1CCCC(C)N1C(=O)Cn1cnc2cc([N+](=O)[O-])ccc2c1=O (stereo not given)
  -8	0
> COc1ccc(S(=O)(=O)N(C)C[C@H]2OCc3cnnn3CCCC(=O)N([C@@H](C)CO)C[C@H]2C)cc1
  2	-1
> O=C(COc1ccccc1)N1CCN=C1SCc1ccccc1F
  15	-4
> C=CCOc1nc(-c2ccncc2)nc2ccccc12
  14	2
> O=C(Nc1ccc(F)cc1F)N1CCCCCC1
  -3	-8
> O=C(CN1CCN(S(=O)(=O)c2ccccc2F)CC1)NCC1(N2CCOCC2)CCCCC1
  22	-8
> Cc1ccc(C)c(CN2C(=O)COc3ccc(C(=O)c4ccccc4C(=O)O)cc32)c1
  -1	-5
> Cc1nc2c(-c3ccc(F)cc3)c(C)nn2c(C)c1CCC(=O)NCCN1CCOCC1
  23	-13
> COC(=O)C[C@H]1C[C@H]2c3cc(NC(=O)NC4CCCC4)ccc3O[C@H]2[C@@H](CO)O1
  4	8
> COc1ccc2[nH]c(=O)c(CN(C(=O)c3cccnc3)c3cccc(C)c3)cc2c1
  1	0
> Cc1ccc(N2C(=O)C(F)(F)C2c2ccccc2)cc1 (stereo not given)
  10	-4
> Cc1noc(C)c1COc1ccc(C(=O)N2CC(C)CC(C)C2)cc1 (stereo not given)
  8	-10
> CCOc1ccc(NC(=O)c2csc3c2CCCC3)cc1
  -9	-2
> Cc1cc(=O)oc2cc(OCC(=O)NC3(C#N)CCCCC3)ccc12
  8	2
> CC(=O)Nc1ccc(S(=O)(=O)NCC(=O)OCC(=O)NCCc2ccccc2)cc1
  4	-7
> CCCC(c1nnnn1C(C)(C)C)N1CCN(Cc2ccccc2OC)CC1 (stereo not given)
  -4	10
> COc1ccc(N2CCN(C(=O)c3ccc4c(c3)CCN4S(C)(=O)=O)CC2)cc1
  -9	3
> Cc1ccc(S(=O)(=O)NN=C2CC(C)(C)CC(=O)C2(C)C)cc1
  -4	-6

# Fetched one by one from above:
# The line under a structure holds: H9c2 TAG inh	H9c2 TAG inh DAPI viability
> Cc1ccc(N2C(=O)C(F)(F)C2c2ccccc2)cc1 (stereo not given)
  10	-4
> CC(Nc1ccc2c(c1)OCCO2)C(=O)Nc1ccc2c(c1)OCO2 (stereo not given)
  -11	-8

# Of the compounds above, 5 have a halogen.
# The line under a structure holds: H9c2 TAG inh	H9c2 TAG inh DAPI viability
> O=C(COc1ccccc1)N1CCN=C1SCc1ccccc1F
  15	-4
> O=C(Nc1ccc(F)cc1F)N1CCCCCC1
  -3	-8
> O=C(CN1CCN(S(=O)(=O)c2ccccc2F)CC1)NCC1(N2CCOCC2)CCCCC1
  22	-8
> Cc1nc2c(-c3ccc(F)cc3)c(C)nn2c(C)c1CCC(=O)NCCN1CCOCC1
  23	-13
> Cc1ccc(N2C(=O)C(F)(F)C2c2ccccc2)cc1 (stereo not given)
  10	-4

# Full records as entered above:
# CC(Nc1ccc2c(c1)OCCO2)C(=O)Nc1ccc2c(c1)OCO2 (stereo not given) is listed as H9c2 TAG inh = -11; H9c2 TAG inh DAPI viability = -8
# COC(=O)C[C@H]1C[C@H]2c3cc(NC(=O)NC4CCCC4)ccc3O[C@H]2[C@@H](CO)O1 is listed as H9c2 TAG inh = 4; H9c2 TAG inh DAPI viability = 8

# (next part)
# The line under a structure holds: H9c2 TAG inh	H9c2 TAG inh DAPI viability
> Cc1noc(C)c1COC(=O)CCCc1nc2ccccc2s1
  -6	-3
> C#CCNC(=O)C1=C[C@H](c2ccc(C(F)(F)F)cc2)[C@@H](CCCO)[C@H](OCC)O1
  17	3
> CC(=O)NC1C(=O)N(CCc2ccccc2)c2ccccc21 (stereo not given)
  -17	15
> O=C(CS(=O)(=O)Cc1ccccc1)N1CCc2ccccc2C1
  -11	14
> CC(=O)N[C@@H](CS)C(=O)O
  -3	7
> O=C(c1ccc2snnc2c1)N1CCN(c2ccccc2)CC1
  -7	-10
> COc1ccc(CCN2CC(C(=O)NCCc3ncccc3C)CCC2=O)cc1 (stereo not given)
  -4	6
> O=c1cc(-c2ccccc2)nc2nc(SCc3ccccc3)[nH]n12
  12	0
> CN(C)S(=O)(=O)c1ccc(N2CCCC2)c(C(=O)NCC2COc3ccccc3O2)c1 (stereo not given)
  18	-2
> c1ccc(-c2nc(C3CCCCC3)c3sccc3n2)cc1
  -5	-1
> O=C1NCCN1C(=O)C12CC3CC(CC(C3)C1)C2
  9	-10
> O=C(N/C(=C/c1ccccc1Cl)C(=O)N1CCCC1)c1ccccc1
  2	-1
> CC(=O)Nc1ccc(Oc2nc(-c3cccnc3)nc3sc4c(c23)CCCC4)cc1
  -2	4
> Cc1nn(C)c2c(=O)c(=O)c2n(C)[nH]1
  5	-6
> COc1cccc(/C=N/NC(=O)CN(C)S(=O)(=O)c2ccccc2)c1OC
  -13	3
> CSC1=NCCN1S(=O)(=O)c1ccc(C)cc1
  5	-5
> Cc1cccc(N2CC(C(=O)Nc3ccc(N4CCOCC4)cc3)CC2=O)c1C (stereo not given)
  7	4
> CCc1ccc(CN(C)C(=O)c2cc(S(=O)(=O)N3CCOCC3)ccc2N2CCCC2)cc1
  -11	-8
> COc1cc(/C=N/NC(=O)CCn2cnc(-c3ccccc3)c2-c2ccccc2)ccc1O
  4	-1
> CN1CCN(C(=O)c2ccc(N3CCCC3=O)cc2)CC1
  8	0

# Other records follow:
# The line under a structure holds: H9c2 TAG inh	H9c2 TAG inh DAPI viability
> CN(C)S(=O)(=O)c1cccc(NC(=O)CSc2nnnn2-c2ccccc2)c1
  -2	-11
> O=C(COC(=O)c1ccc(Br)cc1)NCc1ccc(F)cc1
  9	-5
> Cn1c(=O)c2cc(NC(=S)NC3CCCCC3)ccc2n1Cc1ccc(F)cc1
  -19	59
> Cn1ccc2cc(NC(=O)Nc3cccnc3)ccc21
  -1	-6
> O=C(CCCn1c(=S)[nH]c2ccsc2c1=O)Nc1ccc2c(c1)OCCO2
  0	-7
> COc1c(O)cnn(-c2ccccc2)c1=O
  2	-5
> COc1ccc(CCC(=O)Nc2ccc(S(=O)(=O)Nc3ncccn3)cc2)cc1
  6	-11
> NC(=O)C1CCN(C(=O)c2cc(-c3ccccc3Cl)nc3ccccc23)CC1
  -35	-8
> Cc1ccc(F)cc1-c1cc(C(=O)NCc2cc(C(F)(F)F)cc(C(F)(F)F)c2)[nH]n1
  8	13
> COc1ccc(CC2(CO)CCN(Cc3cccc(OC)c3OC)CC2)cc1
  6	0
> O=C(O)C1CCC(=O)N(C2CCCCC2)C1c1ccccc1Cl (stereo not given)
  6	3
> O=C(O)CSc1nccc2ccccc12
  8	-10
> NC(CCc1ccccc1)c1csc(NC(=O)NCC2CCCCC2)n1 (stereo not given)
  35	-33
> O=C(O)c1ccc2c(c1)C(=O)/C(=C\c1ccco1)C2=O
  -14	1
> Cc1cccc(C)c1OC(=O)CSc1nnc(-c2ccccc2)o1
  10	3
> CC(Sc1ncnc2c1cnn2-c1ccccc1)C(=O)NCC1CCCO1 (stereo not given)
  3	-6
> O=C(NN=Cc1cc(Br)c(O)c(Br)c1)c1ccccc1NS(=O)(=O)c1cccs1
  7	3
> Fc1ccc(/C=N/Nc2nc3ccccc3[nH]2)cc1F
  -2	8
> Cc1cc(=O)oc2n[nH]c(-c3ccccc3)c12
  -1	0
> COc1ccc2oc(=O)c(C(=O)N3CCN(c4ccccc4F)CC3)cc2c1
  -4	-2

# Further structures:
# The line under a structure holds: H9c2 TAG inh	H9c2 TAG inh DAPI viability
> CCc1nnc(NC(=O)c2cc(-c3ccco3)nc3ccccc23)s1
  -14	8
> O=C(C[C@@H]1C/C=C\C[C@@H](Cc2ccc(F)cc2)C(=O)OC[C@@H]2CCCN2C1=O)NCCO
  -3	6
> COc1ccc(N2CCC(CNC(=S)Nc3cc(C)ccc3C)C2)cc1 (stereo not given)
  10	-2
> Cc1cc(C)c(OCC(=O)OCC(=O)N2CCCc3ccccc32)c(C)c1
  22	-17
> O=C(NNc1cc(Br)c(O)c(Br)c1)c1ccccc1
  -23	0
> Cc1cc(N2CCN(c3ccc(C(F)(F)F)cc3[N+](=O)[O-])CC2)c2ccccc2n1
  -18	13
> CCOC(=O)N1CCN(C(=O)C(CC(C)C)NC(=O)C2CCCCC2)CC1 (stereo not given)
  -15	12
> CCOC(=O)CNC(=O)c1ccc(SCC)cc1
  4	-3
> COc1ccc(C(=O)OCc2csc(C)n2)c(O)c1
  3	-6
> CCOc1ccccc1NC(=O)C(NC(=O)C1CCC(C)CC1)C(C)C (stereo not given)
  3	0
> CCOc1ccc(-c2nnn(CC(=O)N3CCCC3)n2)cc1OCC
  -16	4
> CC(=O)Nc1cccc(OCCCNC(=O)c2ccc(C(C)(C)C)cc2)c1
  4	4
> COc1ccc(Cl)cc1C(=O)NNC(=O)CNC(=O)c1ccc(C)s1
  -3	9
> COC(=O)Cn1cnc2sc(C)c(S(=O)(=O)N3CCN(c4ccccc4OC)CC3)c2c1=O
  9	-9
> CCCCCc1nc(N)c(C#N)c(-c2ccco2)c1CCCC
  -46	3
> COc1ccc(-c2cc(C(=O)NCC(c3ccco3)N(C)C)c3ccccc3n2)cc1OC (stereo not given)
  24	4
> COc1ccc(C(=O)Nc2cc(S(=O)(=O)N3CCCCC3)ccc2OC)cc1
  -23	1
> C[C@@H]1CCC[C@]2(O[C@@H](CCO)C[C@@H](O)[C@@H]2O)O1
  -1	-1
> CC(=O)Nc1ccc(NC(=O)COc2ccc(S(=O)(=O)NC(C)c3ccccc3)cc2)cc1 (stereo not given)
  0	-3
> CCOC(=O)C1(Cc2ccc(Cl)cc2)CCN(CCCn2cccn2)CC1
  6	14

# Continuation:
# The line under a structure holds: H9c2 TAG inh	H9c2 TAG inh DAPI viability
> CCOC(=O)c1c(NC(=O)C[n+]2ccc(Cc3ccccc3)cc2)sc(C)c1C
  2	37
> COc1cc(CNC(=O)Nc2nc(C(N)Cc3ccc(C(F)(F)F)cc3)cs2)cc(OC)c1OC (stereo not given)
  76*	-23*
> Cc1csc(SC(C)C(=O)NCC2CCCCC2)n1 (stereo not given)
  -3	0
> Cc1ccc2c(c1)Sc1ccccc1CC2=O
  -16	10
> COC(=O)CN(c1ccc(C)c(Cl)c1)S(C)(=O)=O
  -6	-5
> COC(=O)c1[nH]c2ccc(C)cc2c1NC(=O)CN1CCN(c2ccc(F)cc2)CC1
  1	4
> Cc1ccsc1C(=O)NNC(=O)c1ccncc1
  4	6
> Nc1nnn(CC(=O)N/N=C/c2ccc(O)cc2)n1
  7	-8
> C[C@H](CO)N1C[C@H](C)[C@@H](CN(C)C)Oc2c(NC(=O)c3ccncc3)cccc2C1=O
  14	4
> O=C(COc1ccc2ccc(=O)oc2c1)Nc1ccc(N2CCCCC2)cc1
  -20	10
> O=C(CNc1cccc2ccccc12)N/N=C/c1ccc[nH]1
  0	4
> COc1ccccc1/C=C/C=N/N1CCN(Cc2cccc3ccccc23)CC1
  -3	11
> COc1cccc(NC(=O)c2nn(C)cc2Br)c1
  7	0
> O=[N+]([O-])c1ccccc1Nc1cccc(F)c1
  3	-9
> CC1=CCC2C(=O)N(c3cc(C)on3)C(=O)C2C1 (stereo not given)
  -5	7
> Cc1cnn(-c2ccc3nnc(-c4ccc(Br)cc4)n3n2)c1
  6	-8
> Cc1ccc(F)cc1NC(=O)CCOc1ccccc1
  -17	1
> CC(C)c1ccc(Nc2nc(N3CCOCC3)nc(N3CCOCC3)n2)cc1
  74*	-17*
> CCOC(=O)CCCCCC(=O)Nc1ccc2c(c1)C(=O)N([C@@H](C)CO)C[C@H](C)[C@H](CN(C)C(=O)c1ccccc1)OCCCC[C@H](C)O2
  6	-6
> Cc1nn(-c2ccccc2)c2c1C(c1ccc([N+](=O)[O-])cc1)N1C(=N2)C(=O)Nc2ccccc21 (stereo not given)
  -36	2

# The listing continues.
# The line under a structure holds: H9c2 TAG inh	H9c2 TAG inh DAPI viability
> CC[C@H](C)C(C(=O)N1CCN(C(=O)OC(C)(C)C)CC1)n1cc(C(CC(C)C)NC(=O)OC(C)(C)C)nn1 (stereo not given in full)
  21	-12
> Cc1ccc(S(=O)(=O)N2CCN(CC(=O)N/N=C\c3ccccn3)CC2)cc1
  -5	2
> Cc1ccc(-n2c(-c3ccc(Br)cc3)n[nH]c2=S)c(C)c1
  -14	5
> Cc1cc(C(C)(C)C)c(O)c(C(C)(C)C)c1
  6	5
> Cc1cc(-n2c(C)cc(C(=O)CSc3ncnc4ccccc34)c2C)no1
  -82	-1
> CCN1CCN(C(=O)/C(=C/c2cccs2)NC(=O)c2ccc(C)c(C)c2)CC1
  -3	14
> COc1ccccc1CC1(C)C(=O)Nc2ccc(OC(F)(F)F)cc21 (stereo not given)
  -8	1
> O=C(O)C1OC1(c1ccccc1Cl)c1ccccc1Cl (stereo not given)
  -9	3
> CCN(CCCNC(=O)C1CCCN(S(=O)(=O)c2cnc[nH]2)C1)c1ccccc1 (stereo not given)
  9	-2
> Oc1ccc2ccccc2c1C=Nc1ccc(Cl)cn1
  -3	-3
> CCOC(=O)Nc1ccc2c(c1)N(C(=O)N1CCN(C)CC1)c1ccccc1S2
  -5	15
> Cc1ccc2[nH]c(=O)c(CN(CCCO)C(C)c3nnnn3Cc3ccco3)cc2c1 (stereo not given)
  -6	-3
> CC(=O)NCCc1nc2cc(NS(=O)(=O)c3ccc(Cl)cc3)ccc2n1C
  0	-4
> O=C(CCc1nnc(CCCCc2ccccc2)o1)NCCc1cccnc1
  13	-9
> CCCCCCC(c1c(C)n(C)n(-c2ccccc2)c1=O)c1c(C)n(C)n(-c2ccccc2)c1=O
  5	-13
> Cc1ccc(S(=O)(=O)c2cn(CC(=O)Nc3ccccc3)c3ccc(F)cc3c2=O)cc1
  -13	0
> CC(=O)c1c(C)oc2ccc(N(C(C)=O)S(=O)(=O)c3cccc4cccnc34)cc12
  -8	-10
> Clc1ccccc1CSc1nnc([C@@H]2CCCN2)o1
  -5	3
> CSc1ccc(CNC(=O)C2(C)CCCN2C)cc1 (stereo not given)
  -2	0
> CCOC(=O)/C(C#N)=C/c1ccc(OCC(=O)Nc2ccccc2)c(OC)c1
  -9	-9

# Assay outcomes: PubChem, Sanford-Burnham Center for Chemical Genomics
